BioA inh: inhibitors of Mycobacterium tuberculosis BioA enzyme; purified M. tuberculosis BioA enzyme, plate reader; inhibition, % at 9.99 µM; 360,000 compounds, 0.096% hits; AID 602481; in the data active = inhibition above about 40%
The depositor's hits bear a star. Not all compounds are listed, so the mix of outcomes need not match the whole.

> O=C(C[C@@H]1C[C@@H]2c3cc(NC(=O)Nc4ccccc4)ccc3O[C@@H]2[C@H](CO)O1)NCc1ccccc1
  BioA inh: -1.9

> O=C(C[C@@H]1C[C@H]2c3cc(NC(=O)NC4CCCCC4)ccc3O[C@H]2[C@H](CO)O1)NCc1cccnc1
  BioA inh: -0.1

> CCCNC(=O)N(C)C[C@@H]1Oc2ncc(-c3ccc(C(=O)N(C)C)cc3)cc2C(=O)N([C@@H](C)CO)C[C@@H]1C
  BioA inh: -0.1

> CCCC(=O)Nc1ccc2c(c1)OC[C@@H](C)N(C)C[C@H](C)[C@H](OC)CN(C)C2=O
  BioA inh: -2.2

> C[C@@H]1CCCCO[C@H](CN(C)C(=O)Nc2ccc3c(c2)OCO3)[C@H](C)CN([C@@H](C)CO)C(=O)c2cc(NS(=O)(=O)c3ccccc3)ccc2O1
  BioA inh: -1.4

> C[C@@H]1CN([C@H](C)CO)S(=O)(=O)c2ccc(C3=CCCCC3)cc2O[C@@H]1CN(C)C(=O)C1CCC1
  BioA inh: 5.7

> C[C@@H]1CCCCO[C@H](CN(C)C(=O)Nc2ccc3c(c2)OCO3)[C@@H](C)CN([C@H](C)CO)C(=O)c2cc(NS(=O)(=O)c3cn(C)cn3)ccc2O1
  BioA inh: -0.3

> C[C@H]1CN([C@@H](C)CO)C(=O)Cc2cc(NC(=O)Nc3ccc4c(c3)OCO4)ccc2O[C@@H]1CN(C)CC1CCCCC1
  BioA inh: 1.6

> C[C@H]1CN([C@@H](C)CO)C(=O)c2cc(-c3ccc(F)cc3)cnc2O[C@@H]1CN(C)C(=O)Cc1ccccn1
  BioA inh: -1.1

> C[C@H](CO)N1C[C@H](C)[C@H](CN(C)Cc2ccc(Cl)c(Cl)c2)Oc2c(NC(=O)Nc3ccc(F)cc3)cccc2C1=O
  BioA inh: -1.4

> C[C@@H](NC(=O)C[C@@H]1CC[C@@H](NC(=O)CN2CCOCC2)[C@H](CO)O1)c1ccccc1
  BioA inh: -2.4

> C[C@H](CO)N1C[C@H](C)[C@H](CN(C)S(=O)(=O)c2ccccc2)Oc2ccc(NC(=O)Nc3cccc4ccccc34)cc2CC1=O
  BioA inh: -6.9

> Cc1ccc(S(=O)(=O)Nc2ccc3c(c2)C(=O)N([C@@H](C)CO)C[C@H](C)[C@H](CN(C)C(=O)Nc2ccc(F)cc2)O3)cc1
  BioA inh: 1.0

> CNC(=O)C[C@H]1CC[C@H]2[C@@H](COc3ccc(NC(=O)Nc4cccc(C)c4)cc3C(=O)N2C)O1
  BioA inh: 0.4

> COc1ccc(-c2cnc3c(c2)C(=O)N([C@@H](C)CO)C[C@@H](C)[C@@H](CN(C)Cc2cccnc2)O3)cc1
  BioA inh: -1.2

> Cc1noc(C)c1S(=O)(=O)Nc1ccc2c(c1)CC(=O)N([C@H](C)CO)C[C@H](C)[C@H](CN(C)Cc1ccc(C(=O)O)cc1)O2
  BioA inh: -1.0

> Cc1noc(C)c1NC(=O)N(C)C[C@@H]1Oc2ccc(NS(C)(=O)=O)cc2CC(=O)N([C@@H](C)CO)C[C@@H]1C
  BioA inh: -1.4

> CN(C)CCCNC(=O)C[C@@H]1CC[C@@H]2[C@H](COc3ccc(NC(=O)NC4CCCC4)cc3C(=O)N2C)O1
  BioA inh: -1.0

> COc1ccc(CN(C)C[C@H]2OCCCC[C@@H](C)Oc3ccc(NS(=O)(=O)c4ccc(F)cc4)cc3C(=O)N([C@H](C)CO)C[C@@H]2C)cc1
  BioA inh: -0.6

> CCCC(=O)Nc1ccc2c(c1)OC[C@H](C)N(C(=O)CC)C[C@@H](C)[C@H](OC)CN(C)C2=O
  BioA inh: -1.5

> CCNC(=O)C[C@H]1CC[C@H]2[C@@H](COC[C@H](O)CN2C(=O)c2cccnc2)O1
  BioA inh: -0.5

> CO[C@H]1CN(C)C(=O)c2ccc(NC(=O)Cc3ccccc3)cc2OC[C@H](C)N(C(=O)c2ccccc2F)C[C@H]1C
  BioA inh: -2.8

> Cc1ccc(S(=O)(=O)N(C)C[C@@H]2OCCCC[C@@H](C)Oc3ccc(NC(=O)CCCN(C)C)cc3C(=O)N([C@@H](C)CO)C[C@@H]2C)cc1
  BioA inh: -1.2

> Cc1noc(C)c1S(=O)(=O)Nc1cccc2c1O[C@H](CN(C)Cc1ccccc1)[C@H](C)CN([C@@H](C)CO)C2=O
  BioA inh: -1.2

> O=C(NC1CCCCC1)N[C@H]1CC[C@@H](CCNS(=O)(=O)c2ccc(F)cc2)O[C@@H]1CO
  BioA inh: 4.6

> C[C@H]1CN([C@@H](C)CO)C(=O)c2cc(NC(=O)c3ccncc3)ccc2O[C@H]1CN(C)S(=O)(=O)c1ccc(Cl)cc1
  BioA inh: -1.8

> O=C(C[C@H]1C[C@@H]2c3cc(NC(=O)NC4CCCCC4)ccc3O[C@@H]2[C@@H](CO)O1)NCc1ccncc1
  BioA inh: -3.9

> COCC(=O)Nc1ccc2c(c1)OC[C@H](C)N(C(=O)COC)C[C@@H](C)[C@H](OC)CN(C)C2=O
  BioA inh: 0.4

> O=C(Nc1ccc(Cl)c(Cl)c1)N[C@H]1CC[C@@H](CCn2cc(C3CCCCC3)nn2)O[C@@H]1CO
  BioA inh: 1.6

> C/C=C/c1ccc([C@H]2[C@@H](CO)N(C(=O)CC)[C@H]2CNC(=O)C2CC2)cc1
  BioA inh: 0.1

> COc1ccc(NC(=O)N[C@H]2CC[C@@H](CC(=O)NC3CCCCC3)O[C@H]2CO)cc1
  BioA inh: -2.6

> CN1C(=O)c2cc(NC(=O)C3CCCCC3)ccc2OC[C@@H]2O[C@H](CC(=O)NCc3ccccc3F)CC[C@@H]21
  BioA inh: 0.4

> C[C@H](CO)N1C[C@H](C)[C@H](CN(C)S(C)(=O)=O)Oc2ncc(C#Cc3ccccc3F)cc2C1=O
  BioA inh: 0.9

> C[C@@H](NC(=O)C[C@H]1C[C@H]2c3cc(NC(=O)CN(C)C)ccc3O[C@H]2[C@H](CO)O1)c1ccccc1
  BioA inh: 1.4

> CN(C)C(=O)c1ccc(-c2cccc(-c3nc(C(=O)NC4CCCCC4)cc4c3[C@H](CCO)N([S@@](=O)C(C)(C)C)C4)c2)cc1
  BioA inh: 2.1

> N#C[C@@H]1[C@@H](c2ccc(C#Cc3ccccc3F)cc2)[C@@H](CO)N1C(=O)C1CCC1
  BioA inh: 17.2

> C[C@@H]1CN([C@@H](C)CO)C(=O)c2cccc(NS(=O)(=O)c3ccc(F)cc3)c2O[C@H]1CN(C)Cc1ccc(C(=O)O)cc1
  BioA inh: -0.6

> O=C(C[C@H]1CC[C@@H]2[C@H](COC[C@H](O)CN2Cc2nccs2)O1)NCc1ccc(Cl)cc1
  BioA inh: -1.2

> C[C@H](CO)N1C[C@H](C)[C@H](CN(C)Cc2ccccc2)OCc2cnnn2CCCC1=O
  BioA inh: -1.6

> C[C@@H]1CN([C@@H](C)CO)C(=O)Cc2cc(NC(=O)Nc3ccccc3)ccc2O[C@@H]1CN(C)S(C)(=O)=O
  BioA inh: 3.0

> CCCNC(=O)C[C@@H]1CC[C@@H]2[C@H](COC[C@H](O)CN2Cc2cccc(F)c2)O1
  BioA inh: 0.3

> COCC(=O)Nc1ccc2c(c1)OC[C@H](C)N(C(=O)Cc1ccccn1)C[C@@H](C)[C@@H](OC)CN(C)C2=O
  BioA inh: -1.6

> CC(C)NC(=O)N[C@@H]1CC[C@@H](CCn2cc(-c3ccccc3)nn2)O[C@H]1CO
  BioA inh: 1.7

> CN1c2ccc(C#Cc3ccccc3F)cc2[C@@H]2[C@@H](CCN2C(=O)Cc2cccnc2)[C@H]1CO
  BioA inh: 15.2

> O=C(C[C@H]1CC[C@H](NC(=O)c2ccccc2)[C@H](CO)O1)Nc1ccc(-c2ccccc2)cc1
  BioA inh: -2.2

> C[C@H](CO)N1C[C@H](C)[C@H](CN(C)S(C)(=O)=O)OCCCC[C@H](C)Oc2ccc(NC(=O)Nc3ccccc3)cc2C1=O
  BioA inh: 2.2

> O=C(C[C@H]1C[C@H]2c3cc(NC(=O)Nc4ccccc4F)ccc3O[C@H]2[C@H](CO)O1)NCC1CC1
  BioA inh: 0.7

> C[C@@H]1CN([C@H](C)CO)C(=O)c2cccc(NC(=O)c3nc4ccccc4s3)c2O[C@H]1CN(C)C(=O)Nc1ccc(C(F)(F)F)cc1
  BioA inh: -0.7

> C[C@@H](NC(=O)C[C@H]1C[C@H]2c3cc(NC(=O)Nc4ccccc4F)ccc3O[C@H]2[C@H](CO)O1)c1ccccc1
  BioA inh: -0.7

> CC(C)CC#Cc1ccc2c(c1)O[C@@H](CN(C)C)[C@H](C)CN([C@H](C)CO)S2(=O)=O
  BioA inh: 6.2

> C[C@H]1CCCCO[C@@H](CN(C)Cc2ccc3c(c2)OCO3)[C@@H](C)CN([C@@H](C)CO)C(=O)c2cc(NC(=O)c3ccncc3)ccc2O1
  BioA inh: 1.2

> COc1ccccc1-c1ccc([C@H]2[C@@H](CO)N(C(=O)C3CCC3)[C@H]2C#N)cc1
  BioA inh: -2.2

> O=C(NC1CCCC1)[C@H]1[C@H](CO)[C@H]2Cn3c(ccc(-c4cccc(F)c4)c3=O)[C@@H]1N2
  BioA inh: -1.4

> Cc1ccc(S(=O)(=O)N(C)C[C@H]2Oc3ccc(NS(=O)(=O)c4ccccc4)cc3CC(=O)N([C@@H](C)CO)C[C@@H]2C)cc1
  BioA inh: -2.4

> C[C@@H]1CN([C@H](C)CO)C(=O)c2cccc(NC(=O)C3CCCCC3)c2O[C@@H]1CN(C)Cc1ccc2c(c1)OCO2
  BioA inh: 0.5

> O=C(C1CC1)N1CCCCN2[C@@H](CO)[C@H](c3ccc(-c4cccc(F)c4)cc3)[C@@H]2C1
  BioA inh: 3.9

> CCC(=O)N1C[C@@H](C)[C@H](OC)CN(C)C(=O)c2ccc(NC(=O)Nc3ccccc3)cc2OC[C@@H]1C
  BioA inh: -2.3

> C[C@@H]1CN([C@@H](C)CO)C(=O)c2cc(NC(=O)Nc3ccc4c(c3)OCO4)ccc2O[C@H]1CN(C)Cc1ccc(Oc2ccccc2)cc1
  BioA inh: -0.2

> O=C(Nc1ccccc1F)N1CCCCN2[C@H](CO)[C@H](c3ccc(-c4cccnc4)cc3)[C@@H]2C1
  BioA inh: 1.1

> C[C@H]1CCCCO[C@@H](CN(C)Cc2ccc(C(=O)O)cc2)[C@@H](C)CN([C@@H](C)CO)C(=O)c2cc(NS(=O)(=O)c3ccc(F)cc3)ccc2O1
  BioA inh: -1.8

> COc1ccc(CNC(=O)C[C@H]2C[C@@H]3c4cc(NC(=O)CN(C)C)ccc4O[C@@H]3[C@H](CO)O2)cc1
  BioA inh: 0.7

> Cc1noc(C)c1S(=O)(=O)Nc1ccc2c(c1)C(=O)N([C@H](C)CO)C[C@@H](C)[C@@H](CN(C)CC1CCCCC1)OCCCC[C@H](C)O2
  BioA inh: 1.9

> C[C@H]1CN([C@@H](C)CO)C(=O)c2cc(NC(=O)Nc3ccccc3)ccc2O[C@H]1CN(C)C(=O)Nc1ccc(C(F)(F)F)cc1
  BioA inh: 4.9

> C[C@H](CO)N1C[C@H](C)[C@H](CN(C)C(=O)Nc2ccc3c(c2)OCO3)Oc2ncc(C#Cc3ccccc3)cc2C1=O
  BioA inh: 0.3

> COc1ccc(NC(=O)N(C)C[C@@H]2Oc3ccc(NC(=O)Cc4ccccc4)cc3CC(=O)N([C@@H](C)CO)C[C@H]2C)cc1
  BioA inh: 1.0

> CN(C)C(=O)C[C@@H]1CC[C@@H]2[C@@H](COc3ccc(NC(=O)C4CCCCC4)cc3C(=O)N2C)O1
  BioA inh: 1.3

> CCCNC(=O)C[C@@H]1CC[C@@H]2[C@H](COC[C@H](O)CN2C(=O)c2ccccn2)O1
  BioA inh: -0.7

> O=C(C[C@@H]1CC[C@H]2[C@@H](COC[C@H](O)CN2S(=O)(=O)c2ccc(F)cc2)O1)NCc1ccc(Cl)c(Cl)c1
  BioA inh: 0.5

> COc1cccc(-c2ccc([C@@H]3[C@H](CO)N4CCCCN(Cc5cncnc5)C[C@@H]34)cc2)c1
  BioA inh: -0.9

> CCCNC(=O)C[C@@H]1CC[C@@H]2[C@@H](COc3ccc(NC(=O)c4cscn4)cc3C(=O)N2C)O1
  BioA inh: -0.6

> Cn1cnc(CCNC(=O)C[C@@H]2CC[C@@H]3[C@H](COC[C@@H](O)CN3C(=O)Nc3ccc(F)cc3)O2)c1
  BioA inh: 3.2

> C[C@@H]1CN([C@H](C)CO)C(=O)Cc2cc(NS(=O)(=O)c3ccc(Cl)cc3)ccc2O[C@@H]1CN(C)Cc1ccc(Cl)c(Cl)c1
  BioA inh: -2.1

> C[C@@H]1CN([C@H](C)CO)C(=O)c2cc(NS(=O)(=O)c3ccc(Cl)cc3)ccc2O[C@@H](C)CCCCO[C@H]1CN(C)S(=O)(=O)c1ccc(Cl)cc1
  BioA inh: -1.2

> C[C@H](CO)N1C[C@H](C)[C@H](CN(C)Cc2ccc(C(F)(F)F)cc2)Oc2ccc(NS(C)(=O)=O)cc2C1=O
  BioA inh: -4.2

> CC(=O)N(C)C[C@H]1Oc2ncc(C#Cc3ccc(F)cc3)cc2C(=O)N([C@H](C)CO)C[C@H]1C
  BioA inh: 3.1

> OC[C@H]1[C@H](c2ccc(C#CC3(O)CCCC3)cc2)[C@@H]2CN(Cc3ccncc3)CCCCN12
  BioA inh: -3.8

> C[C@H](CO)N1C[C@H](C)[C@@H](CN(C)Cc2ccc(Oc3ccccc3)cc2)Oc2ccc(NC(=O)CCN3CCOCC3)cc2CC1=O
  BioA inh: 5.6

> C[C@@H]1CCCCO[C@@H](CN(C)S(=O)(=O)c2ccccc2)[C@H](C)CN([C@@H](C)CO)C(=O)c2cc(NS(=O)(=O)c3ccccc3)ccc2O1
  BioA inh: -1.0

> COc1ccc(NC(=O)Nc2cccc3c2O[C@H](CN(C)C(=O)NC2CCCCC2)[C@H](C)CN([C@H](C)CO)C3=O)cc1
  BioA inh: 0.4

> CCC(=O)N[C@H]1CC[C@@H](CC(=O)NCCN2CCCCC2)O[C@@H]1CO
  BioA inh: -2.7

Arranged by molar mass (rising): 4 of the compounds above.
> O=C(NC1CCCC1)[C@H]1[C@H](CO)[C@H]2Cn3c(ccc(-c4cccc(F)c4)c3=O)[C@@H]1N2
  BioA inh: -1.4

> COc1ccc(NC(=O)N[C@H]2CC[C@@H](CC(=O)NC3CCCCC3)O[C@H]2CO)cc1
  BioA inh: -2.6

> Cn1cnc(CCNC(=O)C[C@@H]2CC[C@@H]3[C@H](COC[C@@H](O)CN3C(=O)Nc3ccc(F)cc3)O2)c1
  BioA inh: 3.2

> C[C@H]1CN([C@@H](C)CO)C(=O)c2cc(NC(=O)c3ccncc3)ccc2O[C@H]1CN(C)S(=O)(=O)c1ccc(Cl)cc1
  BioA inh: -1.8
